aGal spleen mod – qHTS Assay for Inhibitors and Activators of Human alpha-Galactosidase From Spleen Homogenate | human spleen homogenate, 4MU-alpha-Gal fluorescence, 40 min | 0.008% of 240,000 active | AID 2107, 2009 | Potency, µM (doses to about 80 µM), without a hit: at the top dose activity change, negative = inhibition, usual class: inhibitors | Alpha-galactosidase A (Homo sapiens), P06280;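 also: 0% = enzyme with vehicle and -100% = no enzyme basal signal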
Target sequence (P06280 32-429 limits assumed): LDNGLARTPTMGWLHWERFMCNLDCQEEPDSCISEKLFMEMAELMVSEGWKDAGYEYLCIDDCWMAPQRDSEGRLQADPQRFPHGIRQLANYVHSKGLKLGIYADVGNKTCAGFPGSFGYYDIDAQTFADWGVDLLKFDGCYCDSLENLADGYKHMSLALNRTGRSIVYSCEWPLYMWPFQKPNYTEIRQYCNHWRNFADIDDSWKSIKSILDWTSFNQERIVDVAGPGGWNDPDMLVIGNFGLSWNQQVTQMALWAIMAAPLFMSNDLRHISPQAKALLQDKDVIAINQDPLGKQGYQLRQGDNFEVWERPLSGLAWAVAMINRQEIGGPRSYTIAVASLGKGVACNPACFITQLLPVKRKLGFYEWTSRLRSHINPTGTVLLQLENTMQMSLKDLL
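Human spleen homogenate (1 ug) as enzyme source, 4-methylumbelliferyl-alpha-D-galactopyranoside 1 mM final, citrate/phosphate pH 5.0 with 0.01% Tween-20. Compounds 40 min at 37C, NaOH/glycine stop; fluorescence Ex 365/Em 440, Hill-fit AC50.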
GAA inh – qHTS Assay for Inhibitors of Human alpha-Glucosidase as a Potential Chaperone Treatment of Pompe Disease. 0.005% of 200,000 active. purified human GAA, 4-MU-alpha-glucoside fluorescence. Potency, µM (series often up to 76.9 µM), without a hit: at the top dose activity change, negative = inhibition, most hits filed as inhibitors;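 also: plate controls were uninhibited enzyme wells for no effect and no-enzyme background for full effect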
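AC50 values come from Hill fits of compound titrations (up to 77 uM) against 4 nM human enzyme. Substrate 4-methylumbelliferyl-alpha-D-pyranoside at 400 uM, pH 5.0 citrate buffer, 20 min room temperature; fluorescence Ex 365/Em 440 after alkaline stop.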
GAA glycogen mod – qHTS Assay for Inhibitors and Activators of Human alpha-Glucosidase Cleavage of Glycogen; Lysosomal alpha-glucosidase (Homo sapiens), P10253; Potency, µM (top dose mostly 76.4 µM), inactives show top-dose activity change, negative = inhibition, most hits filed as inhibitors; recombinant GAA, glycogen substrate, Amplex Red glucose oxidase fluorescence; 0.38% of 300,000 active;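 also: 0% = full enzyme reaction and -100% = no-enzyme basal signal; the screen sought inhibitors and activators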
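Recombinant human alpha-glucosidase (4 nM final) hydrolysed bovine liver glycogen (30 ug) for 40 min at 37 C in pH 5.0 citrate/phosphate with 0.01% Tween-20. Released glucose detected by glucose oxidase/Amplex Red, Ex 573/Em 610 nm. Compounds up to 77 uM; AC50 from Hill fits.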
HTT cytoprotect – qHTS Multiplex Assay to Identify Dual Action Probes in a Cell Model of Huntington: Cytoprotection (ATP) | Potency, µM (series often up to 56.4 µM), for the others: cytoprotection (ATP increase), most hits filed as activators | AID 1471, 2008 | 0.14% of 230,000 active | PC12 HTT-Q103 induced, cytoprotection, ATP luminescence, 40 h;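 also: % of control where 0% means no effect; nearly all actives have a fitted effect of over 45% in size; toxic huntingtin expression switched on by the ecdysone agonist tebufenozide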
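Compounds were screened for protection of PC12 cells against cell death after tebufenozide induction (100 nM final) of mutant Huntingtin exon 1 (Q103) fused to GFP.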
Tau fluor cs – Counterscreen qHTS for Inhibitors of Tau Fibril Formation, Fluorescence Polarization; 0.93% of 280,000 active; Potency, µM (top dose mostly 57.7 µM), for the others: at the highest dose activity change, negative = decrease; tau K18 P301L Alexa594 fluorescence, heparin fibrillization; also: % is scaled to controls: 0 for no effect and ±100 for the full control effect; nearly all actives have a fitted effect of over 55% in size
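Human K18 P301L tau (15 uM unlabeled plus 0.24 uM Alexa 594-labeled, final) in 100 mM sodium acetate pH 7 was mixed with compound and 20 uM heparin and incubated 6 hr at 37 C.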
GAA spleen mod – qHTS Assay for Inhibitors and Activators of Human alpha-Glucosidase From Spleen Homogenate | AID 2112, 2009 | Potency, µM (series often up to 79.9 µM), without a hit: at the highest dose activity change, negative = inhibition, most hits filed as inhibitors | Lysosomal alpha-glucosidase (Homo sapiens), P10253 | 0.006% of 240,000 active | human spleen homogenate, 4-MU-alpha-glucoside fluorescence;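 also: 0% = enzyme with vehicle and -100% = no enzyme basal signal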
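Human spleen homogenate (1 ug) incubated with compounds and 1 mM 4-methylumbelliferyl-alpha-D-glucopyranoside in pH 5.0 citrate/phosphate buffer, 37 C, 40 min. Stopped at pH 10; 4-MU fluorescence (Ex 365/Em 440 nm); AC50 by Hill fit.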
Tau FP inhib – qHTS for Inhibitors of Tau Fibril Formation, Fluorescence Polarization. 0.39% of 280,000 active. K18 P301L tau heparin fibrillization, Alexa594 FP, 6 h. AID 1468, 2008. Microtubule-associated protein tau (Homo sapiens), P10636. Potency, µM (top dose mostly 57.7 µM), inactives show at the highest dose activity, negative = inhibition, usual class: inhibitors; also: % is scaled to controls: 0 for no effect and ±100 for the full control effect; nearly all actives have a fitted effect of over 55% in size
Target sequence (P10636 561-689 P618L limits assumed): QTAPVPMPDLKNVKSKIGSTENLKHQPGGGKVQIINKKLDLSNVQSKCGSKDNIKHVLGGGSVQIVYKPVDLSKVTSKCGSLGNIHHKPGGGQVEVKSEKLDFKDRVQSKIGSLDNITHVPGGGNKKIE
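K18 P301L tau (15 uM unlabeled/0.24 uM Alexa 594-labeled, final) + compound + heparin 20 uM final; 100 mM NaOAc pH 7; 6 hr 37 C; ThT 30 uM final added, 1 hr RT; FP ex 555/em 632 nm.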
Tau ThT inhib – qHTS for Inhibitors of Tau Fibril Formation, Thioflavin T Binding; Microtubule-associated protein tau (Homo sapiens), P10636; recombinant tau K18 P301L, heparin-induced fibrillization, ThT fluorescence; Potency, µM (series often up to 57.4 µM), for inactives: at the top dose activity, negative = inhibition, usual class: inhibitors; 2.1% of 270,000 active; AID 1460, 2008; also: % is scaled to controls: 0 for no effect and ±100 for the full control effect; nearly all actives have a fitted effect of over 55% in size
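Fibril formation assay: tau K18 P301L at 15 uM with trace Alexa 594 label, heparin inducer 20 uM, pH 7 sodium acetate buffer, 37 C for 6 hr; endpoint ThT signal.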
Numbers without * were called inactive; ? = inconclusive; . = not tested or not shown; & = joins results of further samples; [ ] = dose if it differs, or a comment. Calls follow the shape of the dose curve; as a rule, active = well fitted curve in the direction sought with a large enough effect; inconclusive = small, poorly fitted or top-dose-only effect, or another doubt; inactive = no such curve, though single readings can be large; an effect the other way counts as inactive or inconclusive. Potency is read from the fitted curve at half-maximal effect.

Every second line gives: HTT cytoprotect | Tau FP inhib | Tau fluor cs | GAA glycogen mod | aGal spleen mod | GAA inh | GAA spleen mod | Tau ThT inhib
CC1=NN(c2ccc(C(=O)O)cc2)C(=O)/C1=C\c1ccc(OC(=O)c2cccs2)cc1
 : -27% | ? | 8% | -2% | -8% | -3% | -2% | ?
O=C(Nc1cccc(O)c1)C1CCCN1C(=O)OCc1ccccc1 (stereo not drawn)
 : 5%[1.9 µM] | -1% | 4% | 1% | 3% | 0% | -3% | -2%
CN(C)c1ccc(P(=O)(OCc2ccccc2)C(O)c2ccccc2)cc1 (stereo not drawn)
 : 1%[10 µM] | -3% | -11% | 5% | -1% | 3%[15.4 µM] | 1% | -8%
O=Cc1ccc(OCC(=O)Nc2ccccc2-c2ccccc2)cc1
 : -47%[inhibitor][10 µM] | -1%[2.34 µM] | 8% | 5% | -8% | ? | 0% | 6%
COc1cccc(NC(=O)N2CCN(c3nc(-c4cccc(OC)c4)cs3)CC2)c1
 : 13%[10 µM] | 4% | ? | -2% | 8% | . | -3% | ?
CNC(=S)N/N=C(\C)c1ccc2c(c1)OCO2
 : -25% | 6% | 3% | -18% | -3% | 1% | -21% | -2%
CNc1c(C(=O)O)ccc2c1C(=O)c1ccccc1C2=O
 : -9%[10 µM] | 4% | -17% | 5% | 1% | 4% | -7% | ?
O=[N+]([O-])c1ccc(S(=O)(=O)Nc2nc3ccccc3nc2Nc2ccccc2)cc1
 : -32%[inhibitor] | -3% | -17% | -8% | 1% | -2% | -6% | -9%
O=C(NCCCn1ccnc1)c1cc(C(=O)C2CC2)c[nH]1
 : 19%[10 µM] | -7% | -5% | 0% | -1% | 3% | -9% | -7%
O=C(c1cccs1)N1CCN(c2ccc(F)cc2)CC1
 : 11% | 11% | 0% | 3% | -2% | ? | 4% | -6%
COc1ccc(N2C(=O)NC(NS(=O)(=O)c3ccc(NC(C)=O)cc3)(C(F)(F)F)C2=O)cc1 (stereo not drawn)
 : . | -1% | -5% | -3%&-4%[76.3 µM] | . | . | . | 1%
CC(=O)Nc1ccc(N=Cc2c(O)c(C(=O)Nc3ccccc3)cc3ccccc23)cc1
 : 16%[10 µM] | ? | -26% | -4% | -3% | -3% | 0% | 13µM*
Cc1ccc(C(C)C)c(OCC(O)CN2CC(C)OC(C)C2)c1 (stereo not drawn)
 : -2% | 5% | -5% | 8% | -11% | ? | -8% | -6%
Nc1nc2nccc(-c3ccccn3)n2n1
 : 0%[10 µM] | 7% | 9% | -8% | 4% | -1% | -5% | 5%
Cc1cc(C)c2c(=O)cc(C(=O)Nc3nc4ccc(F)cc4s3)oc2c1
 : . | -3% | -5% | 16%[76.3 µM] | . | . | . | -14%
CSc1nc(C)cc(OCCNS(=O)(=O)c2cc(C)ccc2C)n1
 : -1%[1.9 µM] | -4% | -8% | -2% | -1% | 4% | -1% | -1%
O=C1CSC(c2cccc([N+](=O)[O-])c2)N1c1ccccc1F (stereo not drawn)
 : -5% | -12% | -10% | -5% | -3% | 0% | 9% | -2%
O=C(Nc1ccc(Cl)c(Cl)c1)OCCNC(=O)c1ccncc1
 : -6% | 1% | -2% | 10% | 8% | -1% | -29% | -6%
COC(=O)c1ccc(NC(=O)Cn2c(=O)oc3ccccc32)cc1
 : . | -10% | -8% | 1%[76.3 µM] | . | . | . | -3%
COC(=O)C1=C(C(=O)OC)[C@@H]2N(C)c3ccc(OC)cc3[C@@]23C[C@@H](C(=O)OC)N(C(=O)COCc2ccccc2)C3=N1
 : 13%[10 µM] | 7%[11.6 µM] | 11%[11.6 µM] | . | -1%[17.5 µM] | . | 10%[17.4 µM] | 5%[11.5 µM]
CCc1sc(C(=O)Nc2ccccc2N2CCOCC2)cc1C
 : . | -2% | -12% | -21% | 8% | -7% | 5% | -7%
CC(=O)NC1C(=O)Nc2c(C)cc(C)cc21 (stereo not drawn)
 : -9% | 5% | 3% | 4% | -21% | 2% | -3% | 6%
CCOc1ccc(NC(=O)CN(C)S(=O)(=O)c2ccc3[nH]c4c(c3c2)CCCC4)cc1
 : . | 4% | 14µM*[quencher] | 3%[76.3 µM] | . | . | . | -16%
O=CNCCCc1nc2ccccc2n1Cc1cccc2ccccc12
 : -13% | 0% | -6% | -8% | -9% | -8% | -7% | -10%
CSc1nc(-c2ccc(C)cc2)nc(N)c1C#N
 : 8%[10 µM] | -10% | -8% | 3% | 5% | -4% | 5% | -5%
CCOc1ccc(OCC)c(-c2c(=O)n(OCc3ccccc3Br)c3ccccc3[n+]2[O-])c1
 : -12% | 4% | -25% | -3% | -17% | -1% | -7% | ?
O=C(CSc1nc2ccccc2[nH]1)Nc1cc(C(F)(F)F)ccc1N1CCOCC1
 : 0%[0.074 µM] | -12% | ? | -10% | 6% | -5% | -3% | -1%
O=C(Nc1nc(-c2ccccn2)cs1)c1ccc(Cl)s1
 : -95%[inhibitor][10 µM] | ? | ? | 4% | 2% | -9%[15.4 µM] | -4% | ?
O=C(Nc1nccs1)C1CC(=O)N(Cc2ccco2)C1 (stereo not drawn)
 : -16% | -9% | -9% | 7% | 4% | -2% | 6% | ?
O=C(c1ccc(Cl)cc1)N1N=C(c2ccccn2)CC1(O)C(F)(F)F (stereo not drawn)
 : 5%[10 µM] | -1% | -8% | -4% | 2% | 2%[15.4 µM] | 1% | -12%

(further entries)
Every second line gives: HTT cytoprotect | Tau FP inhib | Tau fluor cs | GAA glycogen mod | aGal spleen mod | GAA inh | GAA spleen mod | Tau ThT inhib
Cc1cc(-c2ccccc2)nc(Cl)c1C#N
 : . | -11% | -20% | 0% | -15% | 3% | -13% | -7%
NC(=S)c1c(Cl)cc(C(F)(F)F)cc1Cl
 : 4%[10 µM] | 2% | -15% | 10% | 4% | 3% | -1% | -11%
Cn1c(=O)n(C)c2cc(S(=O)(=O)N3CCN(c4ccccc4)CC3)ccc21
 : 0%[10 µM] | -5% | 5% | -6% | -11% | -4% | -4% | 5%
CCOC(=O)c1c(C)nc2sc3c(c2c1-c1ccc(OC)cc1)NC(c1ccc(OC)cc1)NC3=O (stereo not drawn)
 : -12% | 2% | -12% | -24% | 4% | -1% | -2% | -18%
CCc1ccc(CNc2ncnc3onc(-c4ccc(Cl)cc4)c23)cc1
 : . | -4% | -13% | -20%[76.3 µM] | . | . | . | 1%
NS(=O)(=O)c1ccc(N/N=C/c2ccc[nH]2)c([N+](=O)[O-])c1
 : -32%[10 µM] | -6% | ? | ? | -3% | . | -1% | 7.9µM*
CC1CCN(C(=O)CCCOc2ccc(Cl)cc2)CC1
 : -11%[10 µM] | 6% | 6% | 0% | 4% | -2% | 0% | -2%
NS(=O)(=O)c1ccc(NC(=O)CSc2nc3ccccc3n2-c2ccccc2)cc1
 : 5%[10 µM] | -4% | -27% | 3% | 0% | -3% | -1% | -9%
Cc1cc(C)n2c(Nc3c(C)cccc3C)c(-c3ccsc3)nc2n1
 : . | 8% | -7% | -27%[76.3 µM] | . | . | . | -7%
Clc1ccc(-n2c(SCc3nc4ccccc4[nH]3)nnc2-c2ccncc2)cc1
 : -23% | -2% | -9% | 9% | 9% | 3% | -2% | -15%
CCC(C)NCCCCOc1ccc(Cl)cc1C (stereo not drawn)
 : -62%[inhibitor][10 µM] | -9% | -1% | 1% | 3% | -5% | 0% | 3%
Cc1ccc(/C=C/C(=O)Nc2sc3c(c2C#N)CCCC3)o1
 : 5%[10 µM] | -6% | -6% | -3% | -8% | 0% | -5% | -7%
Cn1c(=O)c2cc(S(=O)(=O)NC(Cc3ccccc3)C(=O)Nc3ccc(F)cc3)ccc2n(C)c1=O (stereo not drawn)
 : . | 2% | -7% | -25%[76.3 µM] | . | . | . | 7%
COc1ccc(NS(=O)(=O)c2cc(OC)ccc2NC(=O)c2cc(C)oc2C)cc1
 : -61%[inhibitor] | ? | ? | -3% | 4% | -13% | -8% | ?
